Screening results deposited in PubChem BioAssay by National Center for Advancing Translational Sciences (NCATS).
p53ts 32C kill = qHTS Screen for Compounds that Selectively Target Cancer Cells with p53 Mutations: Cytotoxicity of p53ts Cells at the Permissive Temperature. 130,000 tested, 0.93% active. Potency, µM (doses to about 46.1 µM), inactives show at the top dose activity change, negative = cytotoxicity, actives largely listed as cytotoxic. H1299-p53A138V at 32C, ATP luminescence viability, 24 h;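 further: 0% = DMSO and -100% = full killing by reference compound; nearly all actives have a fitted effect of over 55% in size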
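ATP-content luminescence (ATPlite) read-out after 24 h compound exposure at 32C in H1299-p53A138V cells (600/well). Tested up to 46 uM. Normalized to DMSO (0%) and 100 uM tamoxifen (100% killing); Hill-fit AC50.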
IkB signaling = IkB Signaling | ABC-DLBCL IkBa-CBG/CBR dual luciferase ratio, 4 h; response scale: scaled: untreated 0%, proteasome inhibitor 100% | Potency, µM (series often up to 57.1 µM), for the others: at the highest dose IkBa stabilization activation | 110,000 tested, 0.04% active | AID 445, 2006; active means well fitted curve in the direction sought with a large enough effect in the signal ratio, not every such curve was filed as active; inconclusive means small, poorly fitted or top-dose-only effect, or a change in a side signal; the % refers to the signal ratio;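 further: the direction sought is a rising ratio; 0% = basal untreated cells and 100% = reference inhibitor full response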
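In this assay, an IκBα–CBG68 fusion accumulates when IKK-driven degradation is blocked; native CBR normalizes for cell number. OCI-Ly3 cells were treated 4 h with compound and doxycycline, then green and red light read after Chroma-Glo addition.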
Imprint erasure = qHTS Assay for Compounds that Induce Erasure of Genomic Imprints | Potency, µM (top dose mostly 60.7 µM), for the others: at the top dose activity change, positive = activation, usual class: activators | AID 1948, 2009 | mouse ES Peg3-LacZ reporter, beta-gal luminescence, 40 h | 110,000 tested, 0.02% active;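 further: 0% = negative control wells on the plate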
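Each well holds 300 Peg3LacZ-Neo (maternal) female ES cells incubated 40 h at 37C, 5% CO2. LacZ is measured by BetaGlo luminescence, with AC50 and maximum efficacy derived from dose-response curves.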
p53ts 39C kill = qHTS Screen for Compounds that Selectively Target Cancer Cells with p53 Mutations: Cytotoxicity of p53ts Cells at the Nonpermissive Temperature; AID 902, 2007; Potency, µM (series often up to 46.1 µM), for the others: at the highest dose activity change, negative = cell killing, most hits filed as cytotoxic; H1299-p53A138V viability at 39C, ATP luminescence, 24 h; 130,000 tested, 1.5% active; further: nearly all actives have a fitted effect of over 55% in size
The depositor's hits bear a star; ? = inconclusive; · = not tested or not shown; [ ] = another dose, or the depositor's remark. Unless noted, the call rests on the fitted dose curve; in most records, active means well fitted curve in the direction sought with a large enough effect; inconclusive means small, poorly fitted or top-dose-only effect, or another doubt; inactive means no such curve, though single readings can be large; an effect the other way counts as inactive or inconclusive. Unless noted, on the % scale 0 is the no-effect control and ±100 the full control effect; potency means the concentration at half of the fitted maximal effect.

A first look (6 entries):
Below each compound: p53ts 32C kill	IkB signaling	Imprint erasure	p53ts 39C kill
CCOC(=O)N1CCC2(CC1)CC(=O)c1c(ccc3oc(C(=O)O)c(C)c13)O2
    13%	·	·	10%
[O-][n+]1onc2c1CCc1nnccc1-2
    1%	3.0%	-8%	4%
Cc1cccc(N2CCN(C(=O)C3CCCN(C(=O)c4cc5sccc5n4C)C3)CC2)c1C (stereo unspecified)
    49%[activator]	?	-8%[10.9 µM]	-9%
COC(=O)c1ccccc1NC(=O)CSc1ccccn1
    12%	-0.9%	-36%[inhibitor]	-8%
Cc1ccc(NC(=O)N2CC=C(c3c[nH]c4ccccc34)CC2)cc1Cl
    11%	?	11%[10.9 µM]	-13%
COc1ccccc1-c1nc2cc(NC(=O)c3ccccc3Cl)ccc2o1
    -15%	?	-18%[10.9 µM]	?

The listing, from the start:
Below each compound: p53ts 32C kill	IkB signaling	Imprint erasure	p53ts 39C kill
CCOC(=O)N1CCC2(CC1)CC(=O)c1c(ccc3oc(C(=O)O)c(C)c13)O2
    13%	·	·	10%
[O-][n+]1onc2c1CCc1nnccc1-2
    1%	3.0%	-8%	4%
Cc1cccc(N2CCN(C(=O)C3CCCN(C(=O)c4cc5sccc5n4C)C3)CC2)c1C (stereo unspecified)
    49%[activator]	?	-8%[10.9 µM]	-9%
COC(=O)c1ccccc1NC(=O)CSc1ccccn1
    12%	-0.9%	-36%[inhibitor]	-8%
Cc1ccc(NC(=O)N2CC=C(c3c[nH]c4ccccc34)CC2)cc1Cl
    11%	?	11%[10.9 µM]	-13%
COc1ccccc1-c1nc2cc(NC(=O)c3ccccc3Cl)ccc2o1
    -15%	?	-18%[10.9 µM]	?
COc1cc2c(cc1NC(=O)COc1cc(C)ccc1C)oc1ccccc12
    5%	17%	-10%[10.9 µM]	11%
CCCC1(C(=O)OCC)NC(c2ccc(N(C)C)cc2)C2C(=O)N(c3ccc4c(c3)OCCO4)C(=O)C21 (stereo unspecified)
    5%	·	·	-2%
CCC(C)NC(=O)CCCCCn1c(=O)[nH]c2cc(OC)c(OC)cc2c1=O (stereo unspecified)
    -4%	0.6%	-5%	7%
CCOc1ccc(CNC(=O)c2ccc(-c3nc(CSc4ccc(C)cc4)c(C)o3)cc2)cc1
    9%	-1.1%	-6%[10.9 µM]	4%
Cn1cccc1C(=O)N1CCC2(CC1)CN(C(c1ccccc1)c1ccccc1)C2
    6%	4.8%[11.4 µM]	·	-3%
C=C(C)Cn1c(SCC)nc2ccccc2c1=O
    -3%	-0.6%	2%	-3%
CCOc1ccc(-n2cc(-c3ccccc3)c3c(Nc4cccc(F)c4)ncnc32)cc1
    13%	?	-13%[10.9 µM]	-21%
Cc1cc(C)n2nc(SC3CCCCN(C(=O)c4ccc(F)cc4)C3=O)nc2n1 (stereo unspecified)
    7%	0.0%	-16%	2%
Cc1cccc(C)c1OCC(=O)Nn1c(C)nc2ccccc2c1=O
    17%	11%	-14%	11%
N=c1n(CCO)c2ccccc2n1Cc1ccccc1F
    -11%	5.5%	-13%[10.9 µM]	5%
Cc1nn(Cc2ccccc2)c(C)c1NC(=O)c1cc(-c2ccc3c(c2)OCO3)on1
    -5%	2.5%	-6%	-11%
O=[N+]([O-])c1ccc(C(c2sc3nc(-c4ccco4)nn3c2O)N2CCN(Cc3ccccc3)CC2)cc1 (stereo unspecified)
    1%	2.3%	-9%[10.9 µM]	-2%
CC(C)CCNC(=O)C1CCCN(S(=O)(=O)c2ccc(F)cc2)C1 (stereo unspecified)
    -1%	3.0%	-14%	9%
Cc1ccccc1NC(=O)c1c(NC(=O)c2cccs2)sc2c1CCC(C)C2 (stereo unspecified)
    16%	27%	-14%[10.9 µM]	27%
O=C1CC(=O)N(Cc2ccco2)C(=O)N1
    3%	0.0%	14%	1%
COc1ccc(Cl)cc1S(=O)(=O)N1CCN(c2ccc(F)cc2)CC1
    -13%	6.3%	-13%	-7%
O=C(c1cccnc1)N1CCN(S(=O)(=O)c2ccc(S(=O)(=O)N3CCCC3)cc2)CC1
    4%	?	15%	2%
CN(C)c1ncc2nc(-c3cccs3)c(=O)n(CCc3ccccc3)c2n1
    11%	0.8%[11.4 µM]	-7%	13%
CCC1CCCCN1S(=O)(=O)c1ccc2c(c1)CCCN2C(C)=O (stereo unspecified)
    1%	5.6%	18%[10.9 µM]	-10%
COc1ccc(N2CCN(C(=O)c3ccc(OCC4CCCO4)cc3)CC2)cc1 (stereo unspecified)
    -18%	1.4%	-23%	-6%
COc1ccccc1/C=c1\sc2nc(-c3cccs3)nn2c1=O
    5%	0.2%	-14%	1%
COC(=O)[C@@]1(Cc2ccc(F)cc2)[C@H]2c3cc(C(=O)N4CCCC4)n(CC4CC4)c3C[C@H]2CN1C(=O)c1ccccc1
    37%[activator]	·	-18%	46%[activator]
CCNc1ncc2nc(-c3ccc(F)cc3)c(=O)n(C)c2n1
    4%	-6.6%[11.4 µM]	-2%	-2%
O=C(NCc1cccs1)C1CC(=O)N(c2ccc(F)cc2)C1 (stereo unspecified)
    -4%	1.0%	·	6%
CCOC(=O)CNC(=O)Nc1cc(C(=O)NCc2ccccc2OC)ccc1N1CCCC1
    -1%	0.5%	-9%[10.9 µM]	28%
COc1ccc(NC(=O)Nc2cc(-c3cn4cccnc4n3)ccc2C)cc1
    3%	-2.6%	-12%[10.9 µM]	-8%
O=c1cc(N2CCN(c3ccccc3F)CC2)[nH]c(=O)n1-c1ccc(Br)cc1
    3%	-1.7%	0%	-9%
CC1=C(C(=O)Nc2ccc(C)cc2C)C(c2ccc(Cl)cc2)n2nc(C(=O)OC(C)C)nc2N1 (stereo unspecified)
    9%	13%	1%[10.9 µM]	-16%
COc1ccccc1OCC(O)Cn1c(=N)n(Cc2ccccc2)c2ccccc21 (stereo unspecified)
    -18%	?	-19%	-11%
CCN1C(=O)c2ccccc2Sc2ccc(NC(=O)COc3ccc(Cl)cc3)cc21
    0%	?	-15%[10.9 µM]	-10%
Cc1[nH]nc2c1C(c1cccnc1)N(c1ccc(Br)cc1)C2=O (stereo unspecified)
    -1%	0.3%	-15%	-1%
CCCC(=O)Oc1c(Sc2ccc(C)cc2)c(C)nn1-c1ccccc1
    -1%	17%	16%[10.9 µM]	-20%
Nc1nc(SCc2ccccc2)[nH]c(=O)c1-c1ccccc1
    -7%	0.7%	19%	-1%
CC1CCN(S(=O)(=O)c2ccc3[nH]c(=O)c(=O)[nH]c3c2)CC1
    2%	0.2%	-12%	-11%
Cc1c(NS(=O)(=O)c2ccccc2)cc(C(C)C)c(O)c1S(=O)(=O)c1ccc(Cl)cc1
    19%	?	2%[10.9 µM]	?
O=C(Nc1ccccc1C(=O)N1CCN(c2ccccc2)CC1)c1ccco1
    2%	1.5%	-17%	10%
O=C(CSc1nnc(-c2ccccn2)n1Cc1ccccc1)Nc1ccc2c(c1)OCO2
    2%	1.7%	-21%	-3%
CCCn1c(=O)c2sccc2n2c(CCCC(=O)Nc3cccc(CC)c3)nnc12
    -7%	?	-11%[10.9 µM]	-4%
CC1CC(C)CN(c2nc3c(c(=O)n(C)c(=O)n3C)n2C)C1 (stereo unspecified)
    10%	0.0%	11%	27%
COC(=O)c1ccc(Nc2ncnc3c2cnn3-c2ccccc2)cc1
    2%	?	-17%[10.9 µM]	-7%
O=S(=O)(c1ccccc1)N1CCN(Cc2cccc(Cl)c2)CC1
    5%	7.6%	-11%	5%
O=C(CN(c1ccc2c(c1)OCCO2)S(=O)(=O)c1ccccc1)Nc1ccc2c(c1)OCO2
    -4%	?	-3%	-8%
Cc1ccc(Cl)cc1N1CCN(c2nc3ccccc3c3nc(-c4cccnc4)nn23)CC1
    9%	0.1%	12%[10.9 µM]	9%
CCn1c(SCC(=O)Nc2ccc3c(c2)OCO3)nc2c1c(=O)n(C)c(=O)n2C
    -3%	-2.3%	-3%	7%
COc1ccc(-n2ncc(C(=O)NCc3ccc4c(c3)OCO4)c2C2CCN(C(=O)OC(C)(C)C)CC2)cc1
    16%	5.7%	1%[10.9 µM]	2%
CCOC(=O)c1oc2cc(O)c(CC)cc2c(=O)c1-c1ccc2c(c1)OCCO2
    16%	-2.3%	-15%	-10%
O=C(CN1C(=O)COc2ccc(S(=O)(=O)N3CCOCC3)cc21)N1CCN(c2ccccc2F)CC1
    4%	3.2%	-10%[10.9 µM]	-2%
CCn1c(SCc2ccccc2F)nc(=O)c2c(C(=O)OC)cc(C3CC3)nc21
    10%	?	-4%[10.9 µM]	12%
CCOC(=O)c1sc(NC(=O)c2ccco2)nc1-c1ccccc1
    -18%	0.3%	-7%	19%
COc1cccc(CNC(=O)C2CCCN(S(=O)(=O)c3cnc[nH]3)C2)c1 (stereo unspecified)
    -7%	-0.7%	0%	4%
CCOC(=O)N1CCC(NC(=O)c2cc(S(=O)(=O)N3CCC4(CC3)OCCO4)ccc2F)CC1
    -10%	2.0%	-14%	6%
O=C(Nc1ccon1)c1sc2cc(F)ccc2c1Cl
    -19%	-1.3%	-25%	-13%
Cc1ccc(C)c(NC(=O)Cn2c(=O)oc3cc(S(=O)(=O)NCc4ccccc4)ccc32)c1
    -9%	?	-7%[10.9 µM]	-28%
CCN(CC)CCn1c(-c2ccccc2)csc1=Nc1ccccc1
    -22%	1.9%	-15%[10.9 µM]	?

Record cards (already shown). Order of screens: p53ts 32C kill | IkB signaling | Imprint erasure | p53ts 39C kill
Cc1c(NS(=O)(=O)c2ccccc2)cc(C(C)C)c(O)c1S(=O)(=O)c1ccc(Cl)cc1 is listed with 19% | ? | 2%[10.9 µM] | ?
O=C(CSc1nnc(-c2ccccn2)n1Cc1ccccc1)Nc1ccc2c(c1)OCO2 is listed with 2% | 1.7% | -21% | -3%

Following part.
Short forms: A = p53ts 32C kill; B = IkB signaling; C = Imprint erasure; D = p53ts 39C kill
O=C(NCCN1CCCCC1)c1ccc(Cn2c(SCc3ccccc3)nc3cccnc32)cc1
  A: 13µM*; B: ?; C: -12%[10.9 µM]; D: 10µM*
N=c1ccn2c(n1)O[C@@H]1[C@H](O)[C@H](CO)O[C@@H]12
  A: -11%; B: ·; C: -20%; D: -18%
O=c1[nH]ncc2c3ccccc3n(Cc3ccccc3)c12
  A: 20%; B: ·; C: ·; D: 6%
C=CCc1c(C)nn(CC(=O)O)c1-c1ccccc1
  A: 3%; B: 2.2%; C: -7%; D: 8%
CCc1nnc(NC(=O)CCN2C(=O)CCC2=O)s1
  A: 2%; B: 3.6%; C: -1%; D: -15%
CCOC(=O)N1CCN(C(=O)COc2ccc(Br)cc2Cl)CC1
  A: 1%; B: -4.3%; C: -5%; D: 5%
CCC(C)(C)NC(=O)C(NS(=O)(=O)c1cccs1)c1ccccc1 (stereo unspecified)
  A: -3%; B: -2.9%; C: 6%[10.9 µM]; D: -21%
CCOc1cc(C2C(C(=O)OC)=C(C)N=C3SCCC(=O)N32)ccc1OC(C)=O (stereo unspecified)
  A: -8%; B: -0.8%; C: 0%; D: -4%
CC(=O)Nc1cccc(C)c1
  A: 1%[1.84 µM]; B: -0.3%; C: -5%; D: 6%
CC(C)CNC(=O)c1ccccc1NC(=O)c1ccc(CN2CCOCC2)cc1
  A: -2%; B: -0.7%; C: -5%; D: 2%
CCN(c1cccc(C)c1)S(=O)(=O)c1ccc(O)c(C(=O)O)c1
  A: 7%; B: ·; C: ·; D: 11%
COC(=O)c1cc2c(cc1NC(=O)c1c(C)nn(-c3ccc(C)cc3)c1-n1cccc1)OCO2
  A: 4%; B: -0.5%; C: 12%[10.9 µM]; D: -24%
COCCNC(=O)CCn1nc(-c2ccc(Cl)cc2)c2ccccc2c1=O
  A: 13%; B: 1.1%; C: 8%[10.9 µM]; D: -11%
